Source: PubChem (Sanford-Burnham Center for Chemical Genomics)
SENP1 FRET inh: blocks the human SENP1 SUMO protease catalytic domain. AID 624204. inhibition, % at 10 µM. Q9P0U3. 360,000 tested, 0.21% active. recombinant SENP1 catalytic domain, CyPet-SUMO1-YPet FRET cleavage;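 active means inhibition at least 30% at 10 µM, raw YFP signal under a set limit, fluorescence ratio 0.5 to 1.5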;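 further: 0% = enzyme with DMSO and 100% = no enzyme wells; some results filed as inactive read as strong as hits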
Target sequence (Q9P0U3 419-644 limits assumed): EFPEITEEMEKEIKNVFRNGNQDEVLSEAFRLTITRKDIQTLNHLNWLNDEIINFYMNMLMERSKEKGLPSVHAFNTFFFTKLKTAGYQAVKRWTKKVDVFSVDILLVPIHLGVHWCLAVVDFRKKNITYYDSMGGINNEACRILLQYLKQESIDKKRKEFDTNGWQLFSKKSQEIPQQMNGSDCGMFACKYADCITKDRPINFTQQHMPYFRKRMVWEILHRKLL
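Test system: recombinant human SENP1 catalytic domain, His6-tagged / Medium: pH 8 Tris buffer with EDTA, NaCl, BME, BSA, NP40, catalase / Also added: SUMO1 FRET substrate flanked by Cypet and Ypet, 25 nM / Times: 50 min reaction at room temperature / Signal: FRET, CFP and YFP emission / Control set: no-enzyme low control and enzyme-plus-DMSO high control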
beta cell repl: induces beta-cell replication in MIN6 cells; MIN6 cells proliferation, ATPlite luminescence, 48 h; cells starved in 0.2% serum; 100% = growth in 10% serum; proliferation, % at 10 µM; 330,000 tested, 0.29% active; AID 2380;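 active means compounds whose signal lies at least 3.5 SD above the mean of all wells on their plate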;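 further: 0% = DMSO-treated cells in low-serum medium and 100% = 10% serum control; some compounds called inactive have numbers as strong as hits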
A3A deaminase: blocks human APOBEC3A ssDNA deamination | inhibition, % at 20 µM | 330,000 tested, 0.41% active | AID 493011 | P31941 | recombinant A3A, FAM/TAMRA ssDNA deamination fluorescence;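 active means at least 40% inhibition at 20 µM here, with at most 30% in a related deaminase screen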;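 further: plate controls were A3A with DMSO for no effect and wells lacking A3A enzyme for full effect; some results filed as inactive read as strong as hits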
Target sequence (P31941 whole entry, looked up): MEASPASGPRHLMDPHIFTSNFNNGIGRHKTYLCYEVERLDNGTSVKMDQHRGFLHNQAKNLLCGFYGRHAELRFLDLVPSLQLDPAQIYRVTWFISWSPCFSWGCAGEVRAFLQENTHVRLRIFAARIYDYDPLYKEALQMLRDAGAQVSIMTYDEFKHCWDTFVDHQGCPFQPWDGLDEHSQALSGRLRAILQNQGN
NALP3 yeast inh: NALP3 inhibition in yeast; AID 2825; 330,000 tested, 0.39% active; inhibition, % at 10 µM; Yeast reconstituted NLRP3/ASC/caspase-1, beta-gal luminescence, 24 h;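 active means inhibition of 50% or more; inactive means inhibition below 50%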;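 further: plate controls were induced DMSO wells for no effect and uninduced yeast grown without galactose for full effect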
APOBEC3G inh: blocks human APOBEC3G single-stranded DNA deamination; inhibition, % at 20 µM; AID 493012; 330,000 tested, 0.28% active; Q9HC16; recombinant A3G, ssDNA deamination FAM/TAMRA fluorescence;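 active means inhibition of at least 40% at 20 µM, with no more than 30% in the related APOBEC3A deaminase screen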;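 further: plate controls were DMSO wells with A3G for no effect and wells lacking A3G enzyme for full effect; some compounds called inactive have numbers as strong as hits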
Target sequence (Q9HC16 whole entry, looked up): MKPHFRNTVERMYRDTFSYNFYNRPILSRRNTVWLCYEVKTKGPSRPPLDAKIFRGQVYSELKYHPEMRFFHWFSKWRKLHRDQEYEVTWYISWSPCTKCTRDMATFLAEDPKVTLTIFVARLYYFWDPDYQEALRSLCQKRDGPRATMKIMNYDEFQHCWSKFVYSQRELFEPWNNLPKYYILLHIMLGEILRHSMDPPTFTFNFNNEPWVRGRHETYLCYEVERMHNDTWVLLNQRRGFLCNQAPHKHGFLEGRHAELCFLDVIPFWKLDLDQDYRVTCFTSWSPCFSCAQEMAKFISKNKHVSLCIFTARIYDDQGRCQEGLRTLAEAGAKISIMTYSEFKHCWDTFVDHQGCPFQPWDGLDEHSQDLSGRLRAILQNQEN
hIAP act: increases human intestinal alkaline phosphatase activity. 330,000 tested, 0.16% active. purified human IAP, CDP-Star luminescence, 30 min; active compounds read high; 1 = vehicle-only enzyme, 0 = enzyme-free background. P09923. activation factor at 10 µM;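 active means activation factor of the enzyme at least 2-fold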; further: the source names both 10 and 20 µM as test concentration; values of inactives mirror those of a sister screen read the other way
mIAP act: increases mouse intestinal alkaline phosphatase activity | muIAP, CDP-Star luminescence, 30 min; active compounds read high; 1 = vehicle-only enzyme signal, 0 = enzyme-free wells | activation factor at 10 µM | 330,000 tested, 0.24% active | AID 2805;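 active means activation factor of at least 2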; further: the source names both 10 and 20 µM as test concentration; values of inactives mirror those of a sister screen read the other way
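also added = chemiluminescent substrate CDP-Star | test system = mouse IAP enzyme | signal = chemiluminescence readout | compound = DMSO-dissolved test compounds | incubation = 30 min at room temperature | benchmarks = DMSO wells, no-enzyme wells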
mIAP block: blocks mouse intestinal alkaline phosphatase; AID 2806; inhibition, % at 10 µM; 330,000 tested, 0.2% active; purified mouse IAP, CDP-Star luminescence, 30 min;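 active means inhibition of at least 40% at 10 µM in the primary screen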;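 further: plate controls were DMSO with enzyme for no effect and no enzyme wells for full effect; values of inactives mirror those of a sister screen read the other way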
hIAP inh: blocks human intestinal alkaline phosphatase; P09923; purified IAP, CDP-Star luminescence, 30 min; inhibition, % at 10 µM; 330,000 tested, 0.12% active;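 active means inhibition reaching a set limit with compound at 10 µM in the primary screen, cut at about 35% in these data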;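 further: plate controls were DMSO wells with enzyme for no effect and no-enzyme buffer wells for full effect; values of inactives mirror those of a sister screen read the other way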
Starred values were filed as active, the others as inactive. The list is partial (hit frequency here may not be typical).

SMILES	SENP1 FRET inh	beta cell repl	A3A deaminase	NALP3 yeast inh	APOBEC3G inh	hIAP act	mIAP act	mIAP block	hIAP inh
CCN(CC)CCNCC1C(=O)O[C@@H]2C[C@@]3(C)CCC[C@H](C)C3=C[C@H]12 (some centres not stated)	-2	-2	2	13	-2	1	1.1	-5	-1
Cc1oc(CC(C)C)c(CN)c1C(=O)O	0	0	2	15	-2	1.2	1.1	-6	-23
COc1ccc(CCNC(=O)CC2Nc3ccccc3NC2=O)cc1OC (configuration not stated)	-54	-1	-1	-7	-6	1	1.1	-9	0
S=C(NCCc1ccccc1)N1CCN(C2CCCCC2)CC1	-1	-2	2	19	-3	0.97	1	-5	3
COc1ccc(C(=O)N[C@H](C(=O)Nc2ccc(OC)nc2)C(C)C)cc1	-2	-2	1	-6	-2	1	0.96	4	-4
CCCn1c2ccccc2c2cnn(CC(=O)O)c(=O)c21	3	0	-3	13	-4	0.94	1	-3	6
CC(Sc1nnc(-c2ccccc2Br)n1-c1cccc(C(F)(F)F)c1)C(N)=O (configuration not stated)	1	0	0	12	-5	1	1	-1	-1
COC(=O)[C@H](C)NC(=O)N1CCC(Cc2ccccc2)CC1	0	-4	-2	15	-8	0.94	0.94	6	6
C#CCOCCOCCOCCNc1nc(N2CCN(C(=O)[C@H]([C@@H](C)CC)n3cc([C@@H](N)Cc4ccc(O)cc4)nn3)CC2)nc(N2CCN(C(=O)[C@H](Cc3cc4ccccc4[nH]3)n3cc([C@@H](N)CC(C)C)nn3)CC2)n1	-18	-3	-6	15	-10	1.2	1.4	-37	-25
Cc1cc2oc(C(=O)Nc3ccc(S(=O)(=O)Nc4onc(C)c4C)cc3)cc(=O)c2cc1Cl	2	0	0	17	-6	0.94	0.9	10	6
CC(Sc1nnc(N)s1)C(=O)Nc1nccs1 (configuration not stated)	-2	0	-2	11	-3	1.2	0.98	2	-20
COc1ccc(-n2nnnc2SCC(=O)Nc2ccc3c(c2)OCCO3)c(OC)c1	2	0	1	4	5	1.1	0.98	2	-6
CCCCC1=NN(C(=O)c2ccncc2)C(O)(C(F)(F)F)C1 (configuration not stated)	-1	5	0	-2	-1	1.1	1.1	-11	-11
Cc1cccc(OCCn2nc(C(=O)O)c3ccccc3c2=O)c1	0	0	14	29	-6	1.6	0.96	4	-57
O=C(COC(=O)c1cccs1)Nc1nnc(-c2ccccc2)o1	-3	-1	6	20	-4	1.1	0.88	12	-14
C=CCn1c(=S)[nH]c2cc(C(=O)Nc3ccc(OC)c(OC)c3)ccc2c1=O	-2	0	-1	10	-8	0.93	0.93	7	7
CCOc1ccccc1C(=O)NCC(=O)Nc1ncccc1C	-2	12*	-2	15	-6	0.92	1	-4	8
COc1cc(/C=N/NC(=O)c2cc(O)cc(O)c2)ccc1OC(=O)c1ccccc1	5	-4	92	16	54	0.94	0.5	50*	6
Cc1ccc(NS(=O)(=O)c2c(C(=O)N3CCCCCC3)c(C)n(C)c2C)cc1C	2	0	-5	1	-6	1.2	0.9	10	-19
Cn1c(=O)c2[nH]cnc2n(-c2ccccc2)c1=O	-26	-2	-3	18	-7	1.3	1.1	-7	-30
Cc1ccc(C(=O)O)cc1S(=O)(=O)N1CCCC1	3	-1	0	12	-6	1	0.92	8	0
O=C(Cc1ccccc1)N1CCC(C(=O)N2CCN(c3ccc(F)cc3)CC2)CC1	2	-2	-5	5	-7	1	0.94	6	-2
Cc1ccc(NC(=S)N(CCCN2CCOCC2)Cc2cccs2)c(C)c1	1	0	-1	-5	-7	0.91	0.98	2	9
CCn1c(Cc2ccccc2)nnc1SC(C)C(=O)NC1CC1 (configuration not stated)	1	-1	0	2	-3	1.1	0.97	3	-8
Cc1ccc(NC(=O)c2cc(=O)[nH]c3ccccc23)cc1C	-3	-4	-6	12	-1	1.1	1	-2	-14
O=C(O)c1ncsc1-c1ccccc1	1	1	1	8	-5	1	0.89	11	0
COc1ccc(Cc2nc3ccc(C(=O)NCC4COCCO4)cc3o2)cc1 (configuration not stated)	3	-1	-2	3	-4	0.87	0.93	7	13
COC(=O)c1sc(N)c(C(=O)OC)c1CSc1nnnn1C	4	-2	-3	20	-7	1.1	0.99	1	-15
Cc1cc(=O)oc2cc(NC(=O)CCC(=O)O)ccc12	-6	-1	2	1	-5	0.87	0.96	4	13
Cc1cccc(C)c1NC(=O)C1NC(=O)CC1c1ccccc1 (configuration not stated)	-2	0	2	7	-7	1.1	1.1	-6	-12
CCN(CC)S(=O)(=O)c1cc(C)ccc1SC	4	-2	-1	18	-1	0.92	0.93	7	8
CC(C)(C)c1nn2cnnc2n(/N=C/c2ccc(O)cc2)c1=O	2	-1	8	5	-5	1.1	0.97	3	-10
CC1CCN(C(=O)c2ccc(NS(=O)(=O)c3cccs3)cc2)CC1	-4	-2	-4	14	-11	0.98	0.93	7	2
Cc1cc(N(CN2CCCC2=O)C(=O)c2ccc(OC(C)C)cc2)no1	-1	-4	0	14	-4	0.97	1.1	-8	3
CCOC(=O)c1c(C)[nH]c(C(=O)OCC(=O)NCc2ccc(F)cc2)c1C	-4	-3	-3	22	-2	0.99	1.1	-8	1
C=CCn1c(SCC(=O)NC2CC2)nnc1-c1cccc(OC)c1	-1	-2	-1	23	5	0.59	1.1	-8	41*
CCC(C)(C)NC(=O)C(c1ccc(OC)cc1)N(CCOC)C(=O)CCC(=O)Nc1nccs1 (configuration not stated)	0	-1	0	-1	-10	1.3	0.99	1	-32
CC(C)CC(NC(=O)C(COCc1ccccc1)NC(=O)OC(C)(C)C)C(=O)NN (configuration not stated)	4	2	-2	8	-4	1.1	1.2	-19	-5
COCCN(C(=O)CNC(=O)c1ccco1)C(C(=O)NC1CCCCC1)c1cccc(OC)c1 (configuration not stated)	1	1	-2	-5	-3	1	1.1	-14	-4
Cc1cccc(-c2nc(CN3CCN(C(=O)C4CCCO4)CC3)cs2)c1 (configuration not stated)	0	-5	-1	13	0	1.3	0.9	10	-29
CCCc1ccc(C(=O)NC(=O)c2ccccc2O)cc1	-1	-4	2	20	-1	0.96	1	-3	4
O=C(NCc1cccc(C(F)(F)F)c1)C1CC(c2cccc(F)c2)=NO1 (configuration not stated)	1	-2	4	17	-9	1.1	0.96	4	-10
O=S(=O)(Nc1ccccn1)c1cccs1	2	-2	0	3	-11	0.9	1	-2	10
COC(=O)[C@@]1(Cc2ccccc2)[C@@H]2C(=CC(=O)[C@H]2CC(=O)C(=O)N(C)C)CN1C(=O)c1ccccc1	-3	-7	-1	-4	-3	0.95	1	0	5
NC(N)=NS(=O)(=O)c1ccc(NC(=S)NC(=O)/C=C/c2ccccc2)cc1	1	0	0	15	-1	1.2	1	-3	-20
COc1ccc(C2(CNC(=O)/C=C\c3ccco3)CCCC2)cc1OC	-14	3	-1	2	-6	1.2	0.93	7	-16
Cc1ccc(C(=O)Oc2cccnc2)cc1[N+](=O)[O-]	0	-1	-3	14	-5	0.92	0.92	8	8
CCN1CCN(C(CNS(=O)(=O)c2ccc(C)cc2)c2ccccc2)CC1 (configuration not stated)	1	0	0	7	-3	0.89	0.94	6	11

Quoted at random: 2 compounds from above
SMILES	SENP1 FRET inh	beta cell repl	A3A deaminase	NALP3 yeast inh	APOBEC3G inh	hIAP act	mIAP act	mIAP block	hIAP inh
Cc1ccc(C(=O)Oc2cccnc2)cc1[N+](=O)[O-]	0	-1	-3	14	-5	0.92	0.92	8	8
O=S(=O)(Nc1ccccn1)c1cccs1	2	-2	0	3	-11	0.9	1	-2	10

Other results follow:
SMILES	SENP1 FRET inh	beta cell repl	A3A deaminase	NALP3 yeast inh	APOBEC3G inh	hIAP act	mIAP act	mIAP block	hIAP inh
C=CCn1c(O)c(N=NC(=O)CNC(=O)c2ccncc2)c2ccccc21	1	1	-1	5	0	1.1	1	-4	-6
Oc1ccc2ccc3[nH]cnc3c2c1	1	3	10	5	-5	0.79	0.98	2	21
C=CCNCCCCOc1c(Cl)cc(C)cc1Br	0	-5	-2	-2	-3	1.5	1	-1	-51
CCCC1=Nc2cc(C(=O)N3CCC(C(N)=O)CC3)ccc2Sc2ccccc21	3	-1	-1	3	-6	0.94	0.94	6	6
O=C(Nc1cc(=O)[nH]c(=O)[nH]1)c1cc(Cl)ccc1Cl	-3	1	-1	13	0	1.1	0.96	4	-5
COCCSc1nnc(NC(=O)C2CC(=O)N(c3ccccc3)C2)s1 (configuration not stated)	3	0	-1	6	-7	0.99	0.97	2	1
COc1cc2nc(CN3CCOCC3)n(CC(=O)NCC(F)(F)F)c(=O)c2cc1OC	1	-2	3	1	-3	1	1.1	-11	-5
CCCC1=C(C(=O)OCC)C(c2ccco2)C(C#N)=C(N)O1 (configuration not stated)	-5	-2	0	-4	-13	0.95	0.95	5	5
COc1ccc(Br)cc1C(=O)NC(=S)Nc1cc(-c2nc3ccccc3[nH]2)ccc1C	6	-6	0	4	3	0.93	0.87	13	7
NC(=O)C1CCN(C(=O)/C(=C/c2ccccc2)NC(=O)c2ccccc2)CC1	2	-2	2	20	-3	1.3	1	-2	-32
CCN(C[C@H]1N[C@@](C)(C(=O)OC)[C@H]2C(=O)N(C)C(=O)[C@@H]12)C(=O)Nc1ccc(C(F)(F)F)cc1	1	1	-6	-5	-7	0.84	1	-2	16
Cc1ccc(NC(=O)C2C3C=CC4(O3)C2C(=O)N(CCCN2CCOCC2)C4C(=O)NC2CCCCC2)cc1Cl (configuration not stated)	1	-2	0	7	-10	1	0.97	2	0
CC1(C)CC(=O)C=C(NCc2ccncc2)C1	-15	-1	7	0	-6	1.1	0.93	7	-7
COc1ccc2c(C)c(C)c(=O)oc2c1OC	1	-2	0	19	-7	0.95	0.97	3	5
O=C(O)c1ccc(-c2nc(-c3ccc(Cl)c(Cl)c3)cs2)cc1	1	-6	-3	17	-4	0.92	0.87	13	8
O=C(NCC1CCCO1)c1cccc(Oc2ccccc2)c1 (configuration not stated)	0	0	-1	12	-3	0.86	0.9	10	14
COc1ccccc1NC(=O)c1c(C)nn(-c2ccccc2)c1Cl	0	-4	6	13	0	1.1	0.99	1	-6
Clc1nc(NCCN2CCOCC2)nc(NCc2ccccc2)n1	0	2	0	5	-9	1	0.98	2	-1
COc1cc(CNC(=O)c2cc(C(=O)NCc3cc(OC)cc(OC)c3)n(C)n2)cc(OC)c1	3	0	2	17	5	1	1.1	-12	-3
CCNC(=O)C(=O)Nc1cc2c3c(c1)CCC(=O)N3CCC2	0	-3	-2	11	7	1	0.89	11	-4
CCOC(=O)C1CCN(C(=O)Nc2ccc(Cl)cc2)CC1	0	0	3	29	-5	1.1	0.96	4	-6
CC1=C([N+](=O)[O-])C(c2cccc(Br)c2)C2=C(N1)c1ccccc1C2=O (configuration not stated)	12	-6	-2	-7	-5	0.97	0.92	8	3
